Ins promoter up: insulin promoter activators in MIN6 cells, imaging, high-content screening, mouse beta cells; hit rate 0.3% among 190,000; z-score at 5 µM; MIN6 insulin promoter-GFP reporter; active compounds read high;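 active = z-score above 3 at 5 µM with at least 500 cells counted in the well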
bCat nuc transl: modulators of beta-catenin nuclear translocation, primary screen, imaging, HeLa cells, immunofluorescence, high-content. hit rate 0.3% among 190,000. nuclear translocation activity, % at 5 µM;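 active = nuclear translocation activity above 50% at 5 µM, with a well cell count of 50 or more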;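 note: per-cell ratio of nuclear to cytoplasmic median beta-catenin stain intensity; plate controls were DMSO negative control for no effect and GSK-3 inhibitor IX positive control for full effect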
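test system = HeLa cells, endogenous beta-catenin | dosing = single 5 µM dose plus 0.02–20 µM confirmation series | times = compound treatment 24 h, 37°C, 5% CO2 | technique = beta-catenin immunofluorescence imaging with DAPI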
NOD1 inhibition: NOD1 signaling inhibitors, primary screen, cell-based, luminescence, uHTS (AID 1578); NOD1-driven NF-kB luciferase reporter cells, luminescence; higher % means a stronger effect; inhibition, % at 4 µM; hits with a dose series show EC50 in µM; hit rate 1% among 290,000; in the data active = inhibition mostly above about 36%, no sharp cut-off; inactive = mostly below about 34%;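 note: HEK-293T reporter cells stimulated with the NOD1 agonist gamma-tri-DAP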
Yfh1-off respiration: enhancers of respiration in Yfh1-depleted yeast, dose response, Friedreich's ataxia, plus single-dose screen (AID 1465); hit rate 0.074% among 220,000; fold induction at 50 µM, or EC50 in µM where a hit was titrated; S. cerevisiae Yfh1-off respiration, WST-1 reduction, 72 h; higher fold induction means a stronger effect;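 active = fold induction of absorbance versus untreated yeast above a set limit, then at least 30% activation at any dose in follow-up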;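 note: activators that raise dye reduction in frataxin-depleted yeast; strong numbers were not always called active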
M17LAP inhibition: P. falciparum M17LAP inhibitors, primary screen, biochemical, fluorogenic H-Leu-NHMec substrate, 1536-well (AID 1619); recombinant M17LAP, H-Leu-NHMec fluorogenic kinetic assay; higher % means a stronger effect; one-dose inhibition, % at 30 µM; IC50 in µM for titrated hits; hit rate 0.38% among 220,000;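 active = compound inhibiting the enzyme by more than half at any dose during confirmatory dose-response retesting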;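 note: plate controls were full reaction with DMSO carrier for no effect and no enzyme background for full effect; strong numbers were not always called active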
MT stabilizer: microtubule stabilizers in HeLa cells, primary screen, imaging, high-content imaging. hit rate 0.83% among 200,000. HeLa tubulin immunostaining HCS, 24 h; share of cells brighter than vehicle mean+2SD. % tubulin-high responders, % at 10 µM;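 active = plate Z-score above 3 for both tubulin-high and condensed-nucleus cell shares, with cell loss under 80%, at 10 µM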;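 note: anti alpha tubulin signal scored within the nucleus-defined area of each cell; some results filed as inactive read as strong as hits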
Autophagy HCS: autophagy modulators in MEF cells, primary screen, imaging, high-content, MEF GFP-LC3; MEF GFP-LC3 puncta imaging; test concentration mostly 10 µM; calls only at 10 µM (by protocol); hit rate 0.98% among 190,000;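 active = percentage of spot-positive cells more than 3 SD above its plate mean, without a fluorescence outlier flag or 80% toxicity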;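 note: spot-positive cell cutoff set from DMSO-treated cells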
HEK293 NOD2/NF-kB: NOD2 signaling inhibitors, cell-based, luminescence, uHTS, HEK293 (AID 1566); HEK293 NOD2/NF-kB luciferase reporter, luminescence; higher % means a stronger effect; one-dose inhibition, % at 4 µM; EC50 in µM for titrated hits; hit rate 0.63% among 290,000; in the data active = inhibition above about 50%; note: many of its hits are not listed in these tables
Dynein transport: inhibitors of GR-EGFP nuclear translocation, primary screen, dynein cargo transport inhibitor project, imaging, high-content, 3617.4 mouse cells | test concentration mostly 20 µM; stimulated with dexamethasone, 1 µM; active compounds read low | z-score, hits read low | AID 1381, 2008 | hit rate 0.47% among 220,000;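 active = plate z-score of nuclear minus cytoplasmic receptor signal below a set negative limit, without overly bright fluorescence or cell loss, cut at about -3.5 in these data, passing the limit was not always enough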;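 note: z-score of nuclear minus cytoplasmic ring GR-EGFP intensity difference per well; some compounds called inactive have numbers as strong as hits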
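Schedule: 48 h induction, then 1 h compound, then 30 min agonist, 37 °C. Buffer or medium: tetracycline-free induction medium containing charcoal-stripped FBS. Reagent: 1.0 µM final dexamethasone stimulus. Evaluation: nuclear versus cytoplasmic GR-EGFP signal, averaged per well. Signal: high-content fluorescence imaging after fixation.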
Dynein transport cytoplasmic EGFP: recorded beside Dynein transport, whose call it bears; z-score; measured here: cytoplasmic GR-EGFP intensity; active compounds read high
Dynein transport nuclear GR-EGFP: also measured in Dynein transport; calls as there; z-score; measured here: nuclear GR-EGFP intensity;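 lower value marks the stronger effect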
Dynein transport cell count: also measured in Dynein transport; calls as there; z-score; measured here: cell count per field
Ins promoter up cell count: also measured in Ins promoter up; calls as there; cell count; measured here: cytotoxicity, nuclei count;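 total cells summed across four imaged fields per well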
bCat nuc transl cell count 5 µM: second read-out of bCat nuc transl, no call of its own (marks repeat the call); cell count; measured here: cell count, cytotoxicity flag
MT stabilizer Hoechst-high %: recorded beside MT stabilizer, whose call it bears; % Hoechst-high responders; measured here: nuclear condensation Hoechst responders;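 share of cells brighter than vehicle mean plus two SD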
MT stabilizer cytotoxicity %: further read-out of MT stabilizer, marked with its call; toxicity, %; measured here: cytotoxicity by cell density;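 0% = mean cell density of plate MIN control wells and 100% = no cells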
Autophagy HCS cell loss 18 h: further read-out of Autophagy HCS, marked with its call; toxicity, %; measured here: cell loss, nuclei count;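 cell loss after 18 h compound exposure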
Starred values were filed as active, the others as inactive; i = inactive; . = no result given. This is a subset; count on the stated rates, not on these rows.

SMILES	Ins promoter up	Ins promoter up cell count	bCat nuc transl	bCat nuc transl cell count 5 µM	NOD1 inhibition	Yfh1-off respiration	M17LAP inhibition	MT stabilizer	MT stabilizer Hoechst-high %	MT stabilizer cytotoxicity %	Autophagy HCS	Autophagy HCS cell loss 18 h	HEK293 NOD2/NF-kB	Dynein transport	Dynein transport cytoplasmic EGFP	Dynein transport nuclear GR-EGFP	Dynein transport cell count
CC1(C)CC(=O)N(c2ccccc2)C1(C)O (stereo not given)	.	.	-4.2	1051	-6%	i	11%	2.4	1.9	0.4	i	33	5%	0.57	-0.26	0.37	1.1
CCCc1cc(=O)[nH]c(SCC(=O)NC)n1	-0.29	1562	0.0	1237	26%	i	-4%	2.4	2.0	4.7	i	4	18%	0.23	-0.19	1	0.18
COc1ccc(N2C(=O)C3NN=C(C(=O)OCc4ccccc4)C3C2=O)cc1 (stereo not given)	-0.16	1665	-0.9	920	-9%	i	.	2.6	1.2	6.0	i	12	18%	0.47	0.07	0.6	0.15
CC(=C/c1ccccc1)/C=N/n1cnnc1	-0.47	1534	10	965	11%	i	1%	3.2	3.0	8.8	i	1	4%	-0.72	-0.26	-1.1	0.55
CCc1ccc(C2=C/C(=C/c3cccnc3)C(=O)O2)cc1	.	.	0.5	1277	-36%	i	20%	1.7	2.2	9.2	i	9	3%	-0.53	-0.14	-0.058	-0.091
COc1ccc(-n2cc(CNCCCn3ccnc3)c(-c3cccc(F)c3)n2)cc1	-0.36	1395	0.5	991	-23%	i	.	2.8	2.0	1.1	i	37	16%	-0.69	-0.27	-0.2	1.1
Cc1ccc(N2C(=O)/C(=C/c3cccnc3)SC2=S)cc1	0.12	1194	-0.3	1024	56%	i	8%	2.5	1.7	12	i	3	0%	0.55	-0.17	0.44	-0.2
Cc1oc(C(C)(C)C)cc1C(=O)N1CCN(c2ccc(C(F)(F)F)cn2)CC1	0.8	1462	-3.5	1160	-9%	i	2%	.	.	.	.	.	6%	-1.2	-0.24	-0.72	0.61
Cc1ccccc1NC1C=CS(=O)(=O)C1 (stereo not given)	0.57	1500	-2.5	879	-6%	i	-4%	3.2	3.0	6.5	i	13	15%	0.037	0.025	0.22	-0.14
CCCN1Cc2cccc(C(=O)NCc3ccccc3)c2C1=O	-0.44	1631	-0.7	1232	10%	i	-3%	4.9	1.1	10	i	-9	21%	0.14	-0.39	0.18	0.39
CC(C(=O)Nc1ncn[nH]1)N1C(=O)c2ccccc2C1=O (stereo not given)	0.22	1108	-1.3	1171	-1%	i	3%	3.7	1.9	4.5	i	-5	-2%	0.065	-0.21	-0.095	0.96
Cc1[nH]c2ccccc2c1C(C[N+](=O)[O-])c1cccs1 (stereo not given)	-0.25	1443	-0.5	1089	-24%	i	0%	2.9	3.3	2.6	i	7	8%	-0.27	-0.21	-0.26	0.44
Cc1nc(N2CCN(C)CC2)c2c(C)c(C(=O)Nc3ccc(F)cc3)sc2n1	.	.	-13	1122	-7%	i	1%	2.4	0.7	5.5	i	-5	4%	4.1	0.37	2.6	-1.9
O=C(OCc1ccccc1)c1cccc(-c2nnn(Cc3ccccc3)n2)c1	-0.27	863	-3.1	1213	-16%	i	-7%	3.2	1.9	8.0	i	-2	-20%	-1.1	-0.26	-0.38	0.47
COc1ccccc1NC(=O)COc1ccc(/C=N/NC(=O)CSCc2cc(C)cc(C)c2)cc1	0.69	1377	0.1	572	-7%	i	13%	2.6	2.8	7.1	i	-1	-4%	-0.86	0.68	-0.33	0.52

Filtered by structure: the compounds so far with an aryl methoxy group (3)
SMILES	Ins promoter up	Ins promoter up cell count	bCat nuc transl	bCat nuc transl cell count 5 µM	NOD1 inhibition	Yfh1-off respiration	M17LAP inhibition	MT stabilizer	MT stabilizer Hoechst-high %	MT stabilizer cytotoxicity %	Autophagy HCS	Autophagy HCS cell loss 18 h	HEK293 NOD2/NF-kB	Dynein transport	Dynein transport cytoplasmic EGFP	Dynein transport nuclear GR-EGFP	Dynein transport cell count
COc1ccc(N2C(=O)C3NN=C(C(=O)OCc4ccccc4)C3C2=O)cc1 (stereo not given)	-0.16	1665	-0.9	920	-9%	i	.	2.6	1.2	6.0	i	12	18%	0.47	0.07	0.6	0.15
COc1ccc(-n2cc(CNCCCn3ccnc3)c(-c3cccc(F)c3)n2)cc1	-0.36	1395	0.5	991	-23%	i	.	2.8	2.0	1.1	i	37	16%	-0.69	-0.27	-0.2	1.1
COc1ccccc1NC(=O)COc1ccc(/C=N/NC(=O)CSCc2cc(C)cc(C)c2)cc1	0.69	1377	0.1	572	-7%	i	13%	2.6	2.8	7.1	i	-1	-4%	-0.86	0.68	-0.33	0.52

New compounds follow.
SMILES	Ins promoter up	Ins promoter up cell count	bCat nuc transl	bCat nuc transl cell count 5 µM	NOD1 inhibition	Yfh1-off respiration	M17LAP inhibition	MT stabilizer	MT stabilizer Hoechst-high %	MT stabilizer cytotoxicity %	Autophagy HCS	Autophagy HCS cell loss 18 h	HEK293 NOD2/NF-kB	Dynein transport	Dynein transport cytoplasmic EGFP	Dynein transport nuclear GR-EGFP	Dynein transport cell count
O=C(CSc1ccc(-c2cccc([N+](=O)[O-])c2)nn1)NC1CCCC1	0	1220	-3.9	1098	-34%	i	2%	4.1	2.7	1.1	i	9	9%	1.9	-0.16	1.2	-0.84
O=C(CCC1CCCC1)Nc1ccon1	1.4	1311	.	.	-2%	i	-5%	1.9	2.4	6.8	i	-7	-10%	-1.1	1.5	0.22	-0.066
COc1ccc(S(=O)(=O)N(CC(=O)N2CCN(C)CC2)c2ccc(C)cc2)cc1OC	0.08	949	.	.	-12%	i	7%	0.5	1.7	9.6	i	-1	-1%	-1	1.4	-0.057	0.88
CCn1c(CSc2nc3ccccc3s2)nnc1SCC(=O)c1ccc(O)cc1O	.	.	12	1133	-8%	i	12%	2.7	1.6	4.3	i	-10	-20%	0.37	-0.00089	1	1
CC(C)(C)C(=O)CSc1nnc(-c2cccs2)n1CC1CCCO1 (stereo not given)	.	.	-9.7	1008	-4%	i	6%	3.2	1.7	7.8	i	1	8%	0.19	-0.21	0.14	0.22
C=CCN(c1ccccc1C(=O)NCC(=O)OCC)S(=O)(=O)c1ccc(C)cc1	-0.48	1408	-1.4	1107	-5%	i	-6%	.	.	.	.	.	16%	0.23	-0.24	0.089	-0.12
CC(C)c1cc(C(=O)NNC(=S)NCc2ccco2)c(O)c(C(C)C)c1	0.55	1462	-0.5	1063	34%	i	3%	7.5	1.7	4.7	i	6	28%	0.9	-0.11	0.41	-0.95
CC(=O)Nc1ccc(N(C(=O)CNC(=O)c2ccco2)C(C(=O)NCc2ccco2)c2ccccc2F)cc1 (stereo not given)	-0.53	1627	0.2	1575	-21%	i	2%	2.5	1.3	4.6	i	-24	5%	-0.088	-0.19	0.17	0.35
COc1ccc(/C(O)=C2/C(=O)C(=O)N(CCN3CCOCC3)C2c2ccccn2)cc1OC (stereo not given)	0.33	1179	-0.6	1239	-23%	i	23%	2.3	1.1	4.9	i	1	7%	0.63	-0.2	0.27	-0.59
CC1CCN(S(=O)(=O)c2ccc(-c3nnc(SCc4cccnc4)o3)cc2)CC1	-0.03	889	2.5	1169	-4%	i	-7%	3.8	0.9	8.1	i	7	-7%	3.1	-0.15	1.6	-1.9
Cc1ccccc1NC(=O)c1cc(S(=O)(=O)N2CCOCC2)cs1	.	.	-4.1	544	-24%	i	10%	3.3	2.3	6.0	i	-1	3%	0.61	-0.23	0.19	0.63
Cc1ccccc1C(=O)NC(=S)NCCc1ccccc1	0.41	1279	2.4	503	-23%	i	-20%	1.3	2.1	5.6	i	-3	22%	-0.47	0.3	-0.42	0.89
Cn1cccc1C(=O)OCC(=O)c1cc2ccccc2o1	-0.1	1035	-2.0	782	-12%	i	.	4.1	2.9	12	i	11	5%	0.75	-0.28	0.44	-0.78
COc1ccccc1CSc1nc2ccccc2[nH]1	-0.19	1837	0.0	1041	-24%	i	-17%	1.6	1.8	6.5	i	2	-38%	-0.19	-0.27	0.097	0.15
CCc1ccc2oc(C(=O)NCc3ccc(S(N)(=O)=O)cc3)c(C)c2c1	-0.58	1370	0.8	1504	-10%	i	-6%	1.5	2.7	8.6	i	1	6%	0.79	-0.35	0.31	-0.51
CC(C)Oc1ccc(C(=O)N(Cc2ccco2)C2CCS(=O)(=O)C2)cc1 (stereo not given)	0.8	1544	-4.3	1014	5%	i	6%	1.7	1.4	5.0	i	-9	9%	-0.15	-0.22	-0.076	0.63
Cc1nnc(SCC(=O)NC(C)c2ccccc2)[nH]c1=O (stereo not given)	0.12	764	-2.5	1121	-1%	i	-1%	2.7	1.5	3.4	i	13	5%	-0.25	-0.3	0.52	0.5
CCOC(=O)c1snc2c(=O)[nH]cnc12	.	.	-2.7	932	-4%	i	-7%	3.4	1.6	6.7	i	8	1%	1.9	-0.2	0.64	-0.72
O=P(c1ccccc1)(c1ccccc1)c1nc(-c2ccccc2)oc1N1CCOCC1	-0.27	1137	1.0	1296	-11%	i	2%	.	.	.	.	.	-3%	-0.28	-0.23	-0.2	0.82
CC(CCc1ccccc1)NC(=O)CN1C(=O)NC2(CCCCC2)C1=O (stereo not given)	-0.57	1237	-2.4	1053	-25%	i	-2%	4.4	2.5	9.1	i	-3	3%	1.1	-0.31	0.77	-1.3

Compound activity (PubChem)
